# High-throughput results as filed in PubChem.
# EBNA-1 inh = blocks EBNA-1 binding to DNA; inhibition, % at 14.8 µM; 0.34% of 300,000 active; EBNA-1 DNA binding, fluorescence polarization; in the data active = inhibition above about 28%
# PAFAH2 FP inh = PAFAH2 (human) inhibition | Q99487 | recombinant PAFAH2, FP-rhodamine activity probe, fluorescence polarization | inhibition, % at 3.39 µM | 0.99% of 340,000 active | AID 492956;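 active = inhibition above the mean over all tested compounds plus 3 SD, cut at about 30% in these data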;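 also: inhibitors block probe labeling of enzyme so polarization drops; 0% = enzyme with DMSO and 100% = wells lacking PAFAH2 protein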
# GSTO1 counter = blocks human GSTO1 in RBBP9 counter-screen | inhibition, % at 5.96 µM | 1.1% of 300,000 active | recombinant GSTO1, activity-based probe fluorescence polarization;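 active = inhibition above the campaign mean inhibition plus 3 SD, cut at about 35% in these data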;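 also: 0% = GSTO1-1 with DMSO and 100% = wells lacking GSTO1-1 enzyme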
# PREPL inh = inhibitors of human prolyl oligopeptidase-like enzyme PREPL. Q4J6C6. recombinant PREPL, fluorescence polarization activity-based probe. inhibition, % at 5.96 µM. 0.68% of 320,000 active; in the data active = inhibition above about 43%;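 also: 0% = enzyme with DMSO and 100% = wells lacking enzyme; many of its hits are not listed in these tables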
# PAFAH1B3 FP inh = inhibitors of human PAFAH1B3; 0.28% of 340,000 active; AID 492972; inhibition, % at 3.39 µM; recombinant PAFAH1B3, FP-rhodamine probe, fluorescence polarization; Q15102;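 active = inhibition above the screen-wide average of all tested compounds plus 3 SD, cut at about 25% in these data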;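 also: 0% = enzyme with DMSO only and 100% = wells lacking PAFAH1B3 protein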
# Target sequence (Q15102 whole entry, looked up): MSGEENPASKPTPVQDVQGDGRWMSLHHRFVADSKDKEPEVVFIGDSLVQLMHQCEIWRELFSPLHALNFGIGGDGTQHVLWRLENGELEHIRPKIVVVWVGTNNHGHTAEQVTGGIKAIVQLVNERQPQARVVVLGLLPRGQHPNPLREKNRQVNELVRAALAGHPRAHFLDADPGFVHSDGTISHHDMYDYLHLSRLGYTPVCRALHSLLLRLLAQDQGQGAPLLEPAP
# LYPLA2 counter = blocks human lysophospholipase 2, a PME1 counter-screen | recombinant LYPLA2, FP-Rh probe fluorescence polarization | inhibition, % at 5.9 µM | 0.38% of 320,000 active | AID 2177;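 active = inhibition above the screen-wide mean plus 3 SD, limit set per campaign, cut at about 26% in these data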;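 also: 0% = LYPLA2 with DMSO and 100% = wells lacking LYPLA2 enzyme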
# Target sequence (O95372 whole entry, looked up): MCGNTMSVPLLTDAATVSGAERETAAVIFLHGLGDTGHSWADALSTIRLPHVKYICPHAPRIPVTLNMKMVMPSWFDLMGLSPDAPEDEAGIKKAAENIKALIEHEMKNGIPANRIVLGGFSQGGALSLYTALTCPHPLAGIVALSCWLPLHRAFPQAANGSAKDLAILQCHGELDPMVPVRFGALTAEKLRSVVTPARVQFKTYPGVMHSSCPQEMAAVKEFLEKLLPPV
# ZTA DNA inh = blocks Epstein-Barr virus ZTA, an EBNA-1 counter-screen; 0.15% of 320,000 active; inhibition, % at 11 µM; AID 2234; ZTA-DNA binding, fluorescence polarization; in the data active = inhibition above about 33%
# Target sequence (P03206 whole entry, looked up): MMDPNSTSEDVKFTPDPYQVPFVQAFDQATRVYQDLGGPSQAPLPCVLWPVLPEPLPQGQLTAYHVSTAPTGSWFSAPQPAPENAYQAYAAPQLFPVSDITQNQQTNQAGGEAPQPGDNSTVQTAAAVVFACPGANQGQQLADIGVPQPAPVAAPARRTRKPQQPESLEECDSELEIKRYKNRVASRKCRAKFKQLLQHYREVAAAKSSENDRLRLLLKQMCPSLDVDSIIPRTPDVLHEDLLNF
# LYPLA1 inh = blocks human lysophospholipase 1, a PME1 counter-screen; 0.16% of 320,000 active; O75608; inhibition, % at 5.9 µM; recombinant LYPLA1, FP-Rh probe fluorescence polarization;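 active = inhibition above the mean of all tested compounds plus 3 SD, set per campaign, cut at about 14% in these data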;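 also: inhibitors block serine hydrolase probe labeling of LYPLA1 so polarization falls; 0% = enzyme with DMSO and 100% = wells lacking LYPLA1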
# Target sequence (O75608 whole entry, looked up): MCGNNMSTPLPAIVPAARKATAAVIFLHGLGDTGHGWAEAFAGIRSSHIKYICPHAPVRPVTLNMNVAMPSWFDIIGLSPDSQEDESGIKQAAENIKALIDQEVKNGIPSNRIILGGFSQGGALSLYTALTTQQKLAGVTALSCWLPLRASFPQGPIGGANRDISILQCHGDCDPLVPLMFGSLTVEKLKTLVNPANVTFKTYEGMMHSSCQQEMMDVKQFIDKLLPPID
# PAD4 inh = PAD4 (human) enzyme inhibition. recombinant PAD4, RCA probe fluorescence polarization. inhibition, % at 6.36 µM. 0.41% of 330,000 active;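 active = percent inhibition above a cutoff equal to the mean of all tested compounds plus 3 SD, cut at about 15% in these data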;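 also: 0% = PAD4 with RCA probe and DMSO and 100% = probe without PAD4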
# * = called active by the depositor; nt = not tested or not shown.
SMILES,EBNA-1 inh,PAFAH2 FP inh,GSTO1 counter,PREPL inh,PAFAH1B3 FP inh,LYPLA2 counter,ZTA DNA inh,LYPLA1 inh,PAD4 inh
COc1cccc(NC(=O)CSc2nnc3c(n2)[nH]c2ccc(C)cc23)c1,-2,-102,1,-2,-32,-1,6,-4,-3
COc1ccc(C)cc1S(=O)(=O)Nc1cc(Cl)ccc1Cl,-4,4,9,7,2,-2,-29,-1,-2
Cc1cc(NC(=O)c2ccccc2F)nc2c1c(=O)oc1ccccc12,-4,2,2,-3,5,1,4,0,-2
COC(=O)C(CO)NC(=O)C1CCCN1C(=O)CNC(=O)OCc1ccccc1 (stereo not drawn),-8,-1,-3,8,14,1,1,0,0
CC(NC(=O)Cc1ccsc1)c1ccc(Cl)cc1Cl (stereo not drawn),7,9,9,-3,-1,-5,10,-3,0
Cc1ccc(NS(=O)(=O)c2ccc(N/N=C/c3ccccc3OCC(=O)O)c([N+](=O)[O-])c2)c(C)c1,9,25,-4,50*,21,15,11,3,1
COc1ccccc1CN1CC(C(=O)N2CCN(c3ccc(F)cc3)CC2)CC1=O (stereo not drawn),-7,-5,6,9,1,-4,-1,-6,2
COc1ccc(S(=O)(=O)Nc2ccc(F)cc2F)cc1C(=O)N1CCOCC1,-3,-1,2,-11,4,1,-2,-1,4
CSc1ccccc1NC(=O)CN(C)Cc1ccc(Br)cc1,9,-4,2,3,-2,-2,8,0,3
CCSc1nnc(NC(=O)NC(C)(C(F)(F)F)C(F)(F)F)s1,1,6,-6,7,4,1,10,0,-1
Cc1cc(C)cc(NC(=O)CSc2ccccc2)c1,-1,2,3,-2,5,8,-3,2,-5
CCN(CCCNC(=O)C1CCN(S(=O)(=O)CC)CC1)c1ccccc1,4,-5,4,6,14,3,-16,-2,-4
CC1CCCCN1C(=O)CN1CCC(c2nc3ccc(Cl)cc3[nH]2)CC1 (stereo not drawn),-8,-6,0,6,2,-9,3,-2,-3
CC(=O)N(C)C1(c2nnnn2CCOC(=O)Nc2ccc(Cl)cc2)CCCCC1,2,-1,6,7,-5,4,-1,-2,5
CC1=CCC(C(C)(C)NC(=O)c2ccccc2)C/C1=N\O (stereo not drawn),10,-1,5,2,-7,5,0,-1,-1
Clc1ccc(C2=NNC(=NCc3ccccc3)SC2)cc1,3,-1,4,-17,7,-3,-10,-5,-11
COc1ccc(NC(=S)Nc2cccc(C)n2)cc1,2,nt,1,7,nt,-3,-12,2,-3
COC(=O)c1nc2cc3c(cc2c(C)c1C(=O)OC)OCO3,11,2,3,3,11,-6,22,2,0
CN(C)CCN(C(=O)/C=C/c1cccs1)c1nc2c(F)cc(F)cc2s1,20,-7,-2,18,-7,1,5,-2,-1
CC(C)(C)C(=O)Nc1ccc(NC(=O)C(C)(C)C)cc1,6,0,0,-14,-1,0,8,-2,-1
O=C(NC1C2CC3CC(C2)CC1C3)C1CCCCC1 (stereo not drawn),-4,1,-1,4,10,3,3,-1,-4
CCOc1ccccc1N1CCN(C(=O)c2c(CC)noc2C)CC1,-2,0,8,-4,6,5,-8,2,1
Cc1c(NC(=O)C(C)OC(=O)c2nc(Cl)ccc2Cl)c(=O)n(-c2ccccc2)n1C (stereo not drawn),6,2,15,16,7,4,-9,-1,-3
COc1ccc(Nc2nc(-c3sc(C)nc3C)cs2)cc1,-2,4,1,26,5,-1,7,0,1
NS(=O)(=O)c1ccc(NC(=S)Nc2nn(Cc3ccc(Cl)cc3Cl)cc2Cl)cc1,6,0,-6,-4,-6,-19,-9,-16,-2

# Structures shown so far with a thiophene ring, fused or not:
SMILES,EBNA-1 inh,PAFAH2 FP inh,GSTO1 counter,PREPL inh,PAFAH1B3 FP inh,LYPLA2 counter,ZTA DNA inh,LYPLA1 inh,PAD4 inh
CC(NC(=O)Cc1ccsc1)c1ccc(Cl)cc1Cl (stereo not drawn),7,9,9,-3,-1,-5,10,-3,0
CN(C)CCN(C(=O)/C=C/c1cccs1)c1nc2c(F)cc(F)cc2s1,20,-7,-2,18,-7,1,5,-2,-1

# Following part
SMILES,EBNA-1 inh,PAFAH2 FP inh,GSTO1 counter,PREPL inh,PAFAH1B3 FP inh,LYPLA2 counter,ZTA DNA inh,LYPLA1 inh,PAD4 inh
O=C(Nc1ccc(F)cc1)N(CCCN1CCOCC1)Cc1cc2cc3c(cc2[nH]c1=O)OCO3,0,2,5,11,-4,4,-19,-1,-4
COc1ccc(NC(=O)CC2C(=O)N(C)C(=S)N2Cc2cccs2)cc1 (stereo not drawn),4,-3,1,9,12,-5,9,1,1
CCC(C)NC(=O)c1cn(-c2cccc(OC)c2)c(=O)c2ccccc12 (stereo not drawn),6,-7,4,0,2,3,3,-2,-3
CCCc1nc2c(c(=O)c3ccccc3n2C)c(=O)n1C1CCCCCC1,-1,2,2,14,7,0,-12,-1,-8
CN(C)S(=O)(=O)c1cccc(NC(=O)COC(=O)COc2ccc(Br)cc2)c1,13,-2,-8,5,2,3,-5,-1,-7
Cc1ccccc1N1CCN(CCN2C(=O)CC(=C3c4ccccc4-c4ccccc43)C2=O)CC1,-10,-8,-4,13,5,1,-6,-3,-8
Cc1c(Cl)cccc1NC(=S)/C(=C(\[O-])c1ccc(Cl)s1)[n+]1ccccc1,9,1,-2,13,-11,-6,5,0,-7
C[C@@H]1CN([C@H](C)CO)C(=O)c2cc(NC(=O)C3CCCCC3)ccc2O[C@@H]1CN(C)Cc1ccncc1,nt,8,nt,14,2,nt,nt,nt,4
CC(C)CCNC(=O)C1CC2Cn3c(nc4cc(Cl)c(Cl)cc43)C2N1C (stereo not drawn),-2,-4,10,10,7,2,-1,-5,0
CCOC(=O)c1c(N2C(=O)C3CC(C)=C(C)CC3C2=O)sc(C)c1C (stereo not drawn),-2,5,-6,20,10,2,-15,0,-1
CCn1c(-c2cccnc2Cl)nc2cc(C)c(C)cc21,-1,-13,4,14,-1,4,-10,7,-6
CS(=O)(=O)N1CCN(c2ccc([N+](=O)[O-])c3cccnc23)CC1,0,0,-4,6,6,-2,-5,1,1
O=C(Nc1ccc(N2CCOCC2)cc1)c1cc2ccccc2o1,3,4,2,24,6,5,14,1,2
COc1ccc(NC(=O)NC23CC4(C)CC(C)(CC(C)(C4)C2)C3)cc1,3,-2,-4,10,10,3,-7,0,0
CC(C)(C)c1ccc(N2C(=N)SCC2=O)cc1,4,5,0,2,3,0,29,-2,4
Cn1c(CNC(=O)CNC(=O)Cc2ccc(F)cc2)cc(=O)n(C)c1=O,1,-4,3,-4,9,-2,10,-1,-4
CCc1nnc(NC(=O)CSc2nnc(C3CCCCC3)n2-c2ccccc2)s1,3,-3,0,1,-1,2,6,-2,3
COc1ccc2c(c1O)-c1ccccc1CCN(C)C2,-7,12,-1,3,3,8,-9,-1,-1
CC(C)C[C@H]1CN=C(Nc2ccccc2)N1CC(C)C,-7,-12,-1,6,5,2,-34,2,-2
Cc1ccc(NC(=O)[C@H](Cc2ccccc2)NC(=O)C2CCNCC2)cc1,-6,3,4,3,0,1,14,0,-7
COc1cc2[nH]c(=O)n(Cc3ccc(C(=O)NCCCN4CCC(C)CC4)cc3)c(=O)c2cc1OC,-5,-2,6,12,-4,-6,6,-6,-4
CC(/C=N/NC(=O)c1cc(-c2ccc(Cl)cc2)nc2ccccc12)=C\c1ccco1,-22,0,-11,-13,-1,-32,-18,-20,-7
O=C(c1c[nH]c2ccc(F)cc2c1=O)N1CCCCCC1,7,-3,-2,4,-1,-2,6,0,3
CCN1CCN(CCCNc2ncnc3nc[nH]c23)CC1,12,4,4,4,1,3,11,4,-1
CCOc1ccc(C(C)NC(=S)NC2CCCCC2)cc1 (stereo not drawn),-4,4,6,0,-2,2,1,-1,1

# Seven compounds from above, arranged by their value in PAFAH1B3 FP inh, low to high:
SMILES,PAFAH1B3 FP inh
COc1cc2[nH]c(=O)n(Cc3ccc(C(=O)NCCCN4CCC(C)CC4)cc3)c(=O)c2cc1OC,-4
CCn1c(-c2cccnc2Cl)nc2cc(C)c(C)cc21,-1
Cc1ccc(NC(=O)[C@H](Cc2ccccc2)NC(=O)C2CCNCC2)cc1,0
COc1ccc2c(c1O)-c1ccccc1CCN(C)C2,3
CC(C)C[C@H]1CN=C(Nc2ccccc2)N1CC(C)C,5
CS(=O)(=O)N1CCN(c2ccc([N+](=O)[O-])c3cccnc23)CC1,6
CC(C)CCNC(=O)C1CC2Cn3c(nc4cc(Cl)c(Cl)cc43)C2N1C (stereo not drawn),7

# Further results follow.
SMILES,EBNA-1 inh,PAFAH2 FP inh,GSTO1 counter,PREPL inh,PAFAH1B3 FP inh,LYPLA2 counter,ZTA DNA inh,LYPLA1 inh,PAD4 inh
CCc1ccc(-n2nc3cc(C)c(N)cc3n2)cc1,9,1,36*,8,5,1,-21,-2,-3
O=C(CN1C2CCCC1CC(NC(=O)C1CCCCC1)C2)Nc1ccccc1 (stereo not drawn),-4,-23,6,-8,0,2,-2,3,-1
CC(=O)c1ccc(Nc2cc(C)nc3c(C)cc(C)cc23)cc1,10,-4,-11,15,9,-2,2,-2,-4
CCOC(=O)c1[nH]c2ccc(F)cc2c1NC(=O)CCN1CCOCC1,5,7,2,-5,3,0,2,4,0
Cc1cc(C)cc(NC(=O)NCC(O)COc2ccc([N+](=O)[O-])cc2)c1 (stereo not drawn),0,-4,2,13,-3,5,-18,0,1
CSc1cccc(NC(=O)CN(C)S(=O)(=O)c2cnc[nH]2)c1,0,1,-1,3,-2,6,12,-2,-4
CC(=O)c1ccccc1C(=O)NCc1cccnc1,-6,-3,12,10,6,-1,-3,-4,2
O=S(=O)(c1cccc(-c2n[nH]c(=S)n2-c2cccc(C(F)(F)F)c2)c1)N1CCOCC1,nt,-6,nt,21,3,nt,nt,nt,0
N#C/C(=C\c1cccnc1)C(=O)Nc1cccc2ccccc12,-1,0,-5,-2,-1,0,-1,-2,-10
CCn1c(=O)cc(OCC(=O)NCc2ccco2)c2ccccc21,6,1,0,3,0,6,9,-2,2
CC1(C)Cc2c(c(-c3ccco3)[nH]c(=O)c2C#N)CO1,4,2,1,-2,3,1,-15,0,-1
CCCc1ccc(-c2csc(NC(=O)C3=COCCO3)n2)cc1,nt,-10,nt,5,3,-7,3,-4,3
CCC(N)C12CC3CC(CC(O)(C3)C1)C2 (stereo not drawn),11,2,-1,-53,11,8,-5,6,-4
CC(=O)Nc1c(-c2ccc(Cl)cc2)c(=O)c2ccccc2n1C,-9,-4,0,-11,8,0,6,-2,-2
CN(C)c1ccc(/C=N\NC(=O)CC#N)cc1,7,0,-2,1,3,6,-2,4,-3
O=C(c1cccc(N2CCNC2=O)c1)N1CCCC(Nc2cccc(F)c2)C1 (stereo not drawn),10,-6,6,10,5,1,-3,2,-1
CC(=O)N1CCc2ccc(S(=O)(=O)Nc3ccccc3Cl)cc21,-4,2,6,-3,6,-7,1,0,-1
O=C1CCCC2=C1C(c1ccc(O)c(Br)c1)C1=C(CCCC1=O)N2c1ccccc1,-14,12,-3,16,6,9,-5,4,-2
CCOC(=O)c1ccc2c(c1)sc(=NC(=O)c1ccco1)n2CCOC,6,-6,-12,-3,4,-2,8,-2,-4
COc1cc(C(=O)NCC(=O)OCn2nnc3ccccc3c2=O)cc(OC)c1OC,-4,7,-2,6,4,8,5,-1,-2
COC(=O)C1CCN(c2c([N+](=O)[O-])cc(C(F)(F)F)cc2[N+](=O)[O-])CC1,1,8,1,-6,0,12,15,32*,-4
Cc1cc(N)ccc1NC(=O)CN1CCCC1,-20,-2,1,1,7,1,2,-2,-1
NC(=O)C1=C[C@@H](c2ccc(Br)cc2)C[C@@H](OCCCCO)O1,3,-1,1,10,-3,1,-6,-1,-8
c1ccc2[nH]c3cc4ncnc4cc3nc2c1,-3,6,1,8,11,-4,15,1,-11
CN1CCN(c2ccc([N+](=O)[O-])cc2NC(=O)c2cccs2)CC1,-12,-2,-4,5,14,-11,-2,-8,-5
Nc1nc(-c2ccccc2)[nH]c(=O)c1N=O,1,0,7,21,10,-2,-2,-6,0
Cc1ccc(-c2cc(Cc3ccc(F)cc3)c(=O)[nH]n2)cc1,3,nt,-7,-79,nt,1,-4,-2,3
Cc1ccc(Nc2ncnc(N)n2)cc1,2,-1,9,2,4,7,15,2,-2

# An excerpt; count on the stated rates, not on these rows.
